Dengue-2 NS5 capping = flavivirus cap methylation enzyme inhibition – biochemical, confirmation dose response, primary screen (AID 588689); 340,000 compounds, 0.3% hits; Dengue-2 NS5 methyltransferase capping enzyme assay, biochemical; higher % means a stronger effect; inhibition, % at 25 µM; hits with a dose series show IC50 in µM; in the data active means a potency from the dose series; inconclusive means inhibition above about 29% without an active follow-up result
West Nile antiviral = West Nile virus antiviral activity, cell-based, CPE readout (AID 1621). West Nile virus-infected cells, CPE inhibition; higher % means a stronger effect. CPE inhibition, % at 10 µM; hits with a dose series show IC50 in µM. 290,000 compounds, 0.02% hits; in the data active means a potency from the dose series; inconclusive means CPE inhibition mostly from about 3.7% at the one dose, without a potency; inactive means the rest, 99 in 100 with CPE inhibition below about 2.2%; further: strong numbers were not always called active
K1F lysis inhibition = inhibition of K1F phage lysis, E. coli UTI89, bacterial capsule biogenesis inhibitors, alamar blue (AID 488966). E. coli UTI89 K1F phage lysis, alamar blue, 2 h; higher % means a stronger effect. inhibition, % at 100 µM, or IC50 in µM where a hit was titrated. 340,000 compounds, 0.02% hits;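 active means phage lysis inhibition, versus mean bacterial control, above a set limit; inconclusive means no clear call, values can overlap the other calls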;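 further: capsule biogenesis inhibitors block K1F phage lysis so surviving cells raise fluorescence; higher fluorescence means more inhibition of phage lysis; actives were called in the ten point dose series up to 300 µM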
Salmonella PhoP GFP = PhoP-dependent GFP reporter repression – Salmonella Typhimurium, primary screen (AID 1863); S. Typhimurium PhoP-regulated promoter GFP reporter, 4 h; higher % means a stronger effect; one-dose inhibition, % at 50 µM; IC50 in µM for titrated hits; 300,000 compounds, 0.16% hits;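 active means inhibition over 29.93%, a cutoff 3 SD above the screen mean, later confirmed by dose response; inconclusive means inhibition over 29.93% but no dose response follow-up; inactive means inhibition at most 29.93% or unconfirmed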;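 further: 0% = low Mg2+ inducing control and 100% = high Mg2+ repressing control; strong numbers were not always called active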
Rac1 GTP hydrolysis = MgcRacGAP GTPase-activating activity inhibitors, confirmation, biochemical, ADP Hunter fluorescence. MgcRacGAP-stimulated Rac1 GTP hydrolysis, ADP Hunter fluorescence; higher % means a stronger effect; GST-tagged Rac1 F28L mutant substrate. one-dose inhibition, % at 30 µM; IC50 in µM for titrated hits. 340,000 compounds, 0.6% hits;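 active means first-screen hits whose inhibition reached a set limit at any dose in the follow-up dose series; inconclusive means inhibition above the set first-screen limit but never retested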;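 further: fluorescence reports GDP produced by GAP-driven GTP hydrolysis; strong numbers were not always called active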
T cell modulator = T cell immune modulators affecting CD8 T cell-vesicle binding; 2C CD8+ T cell-vesicle binding, flow cytometry; hits give low values; calls only at 7 µM; 330,000 compounds, 0.068% hits;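 active means response, share of CD8 T cells binding vesicles, and their 90th percentile fluorescence all below set limits, cut at about 80% in these data, passing the limit was not always enough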
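Assay system – 2C mouse CD8+ T cells · Also added – QL9-loaded Drosophila micro-vesicles · Timing – Cell–vesicle co-incubation 1.5 h at 37 °C, staining 20 min on ice · Signal – flow cytometry of vesicle-bound cells · Measure – percent CD8+ FL2 mean versus row control · Controls – Peptide-free naked vesicles (low) and QL9 vesicles with 0.7% DMSO vehicle (high)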
NTR1 agonist = NTR1-driven beta-arrestin-GFP spot formation – imaging, U2OS cells, high content, primary screen (AID 493036) | P30989 | agonist mode | activation, % at 20 µM | 330,000 compounds, 0.17% hits;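 active means activation at or above 40% of the spot to cytoplasm intensity ratio, with at least 20 cells analyzed; inconclusive means wells under 20 cells, flagged as cytotoxic or low count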;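 further: 0% = DMSO without peptide and 100% = 100 nM NTR1 peptide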
Target sequence (P30989 whole entry, looked up): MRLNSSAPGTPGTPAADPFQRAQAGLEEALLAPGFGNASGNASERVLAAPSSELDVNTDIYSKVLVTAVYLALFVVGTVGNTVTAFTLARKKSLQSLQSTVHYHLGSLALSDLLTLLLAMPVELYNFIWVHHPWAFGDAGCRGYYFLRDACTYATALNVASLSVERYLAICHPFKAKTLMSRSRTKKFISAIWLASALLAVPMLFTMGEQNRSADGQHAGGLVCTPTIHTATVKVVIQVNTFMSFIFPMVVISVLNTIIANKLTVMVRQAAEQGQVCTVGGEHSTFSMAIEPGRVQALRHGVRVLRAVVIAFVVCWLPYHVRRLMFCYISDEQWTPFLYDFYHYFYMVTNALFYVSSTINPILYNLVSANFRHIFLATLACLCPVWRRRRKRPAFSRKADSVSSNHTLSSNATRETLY
SV40 large T antigen = TAg ATPase/helicase activity blockers – biochemical (AID 1903) | SV40 large T antigen ATPase/helicase inhibition assay; higher % means a stronger effect | inhibition, % at 20 µM; hits with a dose series show IC50 in µM | 310,000 compounds, 0.39% hits; in the data active means a potency from the dose series; inconclusive means inhibition mostly from about 32% at the one dose, without a potency; inactive means the rest, 99 in 100 with inhibition below about 32%; further: strong numbers were not always called active
RSV CPE inhibition = RSV antiviral activity via CPE protection, HEp-2 cells, primary 10 µM value included (AID 2391) | 310,000 compounds, 0.13% hits | one-dose CPE inhibition, % at 10 µM; IC50 in µM for titrated hits | HEp-2 cells, RSV-induced CPE inhibition; higher % means a stronger effect; in the data active means a potency from the dose series; inconclusive means CPE inhibition mostly from about 23% at the one dose, without a potency; inactive means the rest, 99 in 100 with CPE inhibition below about 21%; further: strong numbers were not always called active
T cell modulator vesicle-bound % = also measured in T cell modulator; calls as there; double positive events, %; measured here: CD8+ vesicle-bound cell fraction;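 binding gate set so that unloaded-vesicle control wells show 10% double positive cells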
NTR1 agonist cell count 20 µM = also measured in NTR1 agonist; calls as there; cell count; measured here: cell count, cytotoxicity flag
Dengue-2 NS5 capping pilot replicate = recorded beside Dengue-2 NS5 capping, whose call it bears; inhibition, %; measured here: pilot screen replicate inhibition
Active calls of the source: *; i = inactive; ? = inconclusive; . = not tested or not shown; [ ] = dose if it differs, or a comment. Outcome played no part in choosing rows (roughly 1.5% active in at least one column).

SMILES | Dengue-2 NS5 capping | West Nile antiviral | K1F lysis inhibition | Salmonella PhoP GFP | Rac1 GTP hydrolysis | T cell modulator | T cell modulator vesicle-bound % | NTR1 agonist | NTR1 agonist cell count 20 µM | SV40 large T antigen | RSV CPE inhibition | others
CC1CN(Cc2nc3c(c(=O)n(C)c(=O)n3C)n2CC(O)CO)CC(C)O1 (stereo not given) | -3% | 0.3% | 0.0% | 4% | 1% | i | 54 | -0.3 | 83 | 4% | -0.1%
c1csc(-c2ccnc3ncnn23)c1 | -6% | 0.2% | 0.1% | -2% | 9% | i | 57 | 0.5 | 75 | 12% | 3.1%
Cc1ccc(S(=O)(=O)CCC(=O)Nc2nc(C(C)(C)C)cs2)cc1 | -7% | 3.3% | 0.0% | 3% | 14% | i | 40 | 2.2 | 59 | 11% | 15%
CN1N=C(C(F)(F)F)CC1=O | 4% | -0.5% | -0.2% | 5% | 0% | i | 56 | -0.4 | 51 | 11% | 0.1%
C/C(=N\NC(=O)c1nnn(-c2nonc2N)c1-c1ccc2c(c1)OCO2)c1ccc(C)cc1 | 4% | 0.7% | 0.3% | -9% | 10% | i | 28 | 9.2 | 61 | 7% | 2.5%
Cc1[nH]c(C)c(S(=O)(=O)NCc2ccc(N(C)C)cc2)c1C(=O)N1CCCC1 | -11% | -0.3% | 0.1% | -17% | -11% | i | 10 | -0.5 | 62 | 6% | 1.6%
CCOC(=O)Cc1csc(-n2sc3ccccc3c2=O)n1 | 15% | -0.6% | -0.3%[50 µM] | -10% | 27% | i | 21 | 0.8 | 54 | ? | 1.9%
Cc1cc(C)c(C)c(S(=O)(=O)N2CCN(C(=O)c3ccccc3OCc3c(C)noc3C)CC2)c1C | -2% | . | -0.7%[50 µM] | . | 7% | i | 36 | 4.2 | 97 | . | 0.0%
Cc1cccc(-n2c(SCC(=O)NCc3ccco3)nc3ccccc3c2=O)c1 | -5% | 2.5% | 0.2% | 3% | 9% | i | 56 | 0.7 | 80 | 7% | 0.7%
Cc1ccc(CNC(=O)Cn2cnc3c(OCc4ccccc4)ncnc32)o1 | -7% | . | 0.1% | . | 7% | i | 6 | -2.2 | 58 | . | . | Dengue-2 NS5 capping pilot replicate=5.1
COc1ccc(CNC(=O)COC(=O)/C=C/c2ccc(Cl)cc2)cc1 | -4% | -0.4% | 1.5% | -5% | 4% | i | 45 | 1.0 | 50 | 11% | -0.9%
O=C(NC1CCCC1)C(c1ccc(N2CCOCC2)cc1)N(Cc1ccccc1)C(=O)c1ccco1 (stereo not given) | 1% | -0.5% | 0.4% | 8% | 11% | i | 20 | 1.0 | 40 | 4% | 3.1%
O=C(COc1ccccc1)Nc1ncn[nH]1 | -2% | 0.1% | 0.2% | . | 12% | i | 40 | 1.6 | 67 | 7% | 2.8%
O=[N+]([O-])c1ccc(-c2ccc(S(=O)(=O)N3CCOCC3)cc2)cc1 | 8% | -0.3% | -1.7% | 13% | 4% | i | 41 | 1.4 | 64 | -2% | 0.6%
CCCCCOCC1CC(C/C(C)=N/NC(N)=O)(C(=O)OCC)C(=O)O1 (stereo not given) | -6% | 0.2% | -1.8% | -7% | 10% | i | 10 | 0.6 | 60 | 17% | 0.3%
O=C(Nc1ccc2ccccc2c1)c1ccc(Cl)cc1Cl | -5% | -0.5% | -0.1% | -4% | -3% | i | 66 | 11 | 91 | -9% | 2.6%
C=CCN(c1ccccc1)S(=O)(=O)c1cccc(C(=O)NCc2ccncc2)c1 | 1% | . | 0.6%[50 µM] | 0% | 5% | i | 32 | 0.4 | 53 | 12% | ?
Cc1onc(-c2c(Cl)cccc2Cl)c1C(=O)c1c[nH]c(C(=O)NCC2CCCO2)c1 (stereo not given) | -2% | 0.8% | 0.3% | -6% | -8% | i | 24 | -0.5 | 67 | 5% | 1.8%
CCN1C(=O)C(CC(=O)Nc2cccc(C(C)=O)c2)S/C1=N\c1ccccn1 (stereo not given) | -9% | -1.5% | -1.8% | -6% | -3% | i | 45 | -1.0 | 57 | 5% | 1.6%
O=C(NC1CCN(C(=O)N2CCOCC2)CC1)c1ccccc1 | 1% | 0.2% | 0.1% | 6% | 9% | i | 14 | 1.0 | 89 | 11% | 0.6%
COc1ccccc1N1CCSC1C(N)=O (stereo not given) | -3% | 0.0% | 0.4% | 3% | 9% | i | 51 | 1.4 | 66 | 16% | 1.0%
N#Cc1ccc(NC(=O)C2CC(c3ccc(F)cc3)=NO2)cc1 (stereo not given) | -4% | -0.1% | -0.4% | 10% | 10% | . | . | 0.0 | 77 | -5% | 0.3%
N#Cc1ccc(OCc2cccc(S(=O)(=O)N3CCOCC3)c2)cc1 | -6% | . | 0.8%[50 µM] | -5% | 4% | i | 32 | -0.4 | 62 | 14% | 1.3%
CCOC(=O)/C(=C\Nc1ccc(OC(F)(F)F)cc1)Sc1ncc(C(F)(F)F)cc1Cl | 2% | 0.0% | 2.0% | 0% | 4% | i | 14 | 0.2 | 52 | 3% | -0.1%
CC(C)CCNC(=O)c1onc(CSc2ccccn2)c1C(=O)NCCC(C)C | 0% | -0.3% | 1.4% | 1% | 6% | i | 13 | 15 | 40 | 4% | 1.2%
Cc1c(NC(C)c2cc(Cl)ccc2O)c(=O)n(-c2ccccc2)n1C (stereo not given) | -1% | 0.0% | 3.1% | 5% | 9% | i | 8 | -0.1 | 42 | 16% | -1.4%
CCOC(=O)c1c(C)[nH]c(C)c1S(=O)(=O)NCC(=O)Nc1ccccn1 | -6% | 0.1% | 0.0% | -5% | 2% | i | 28 | 1.6 | 57 | 10% | 1.2%
COC(=O)c1c(NS(=O)(=O)c2cccs2)sc2c1CCCC2 | 3% | 0.5% | 0.3% | -6% | 13% | i | 36 | -1.1 | 82 | 19% | 0.8% | Dengue-2 NS5 capping pilot replicate=-0.6
CCOc1ccc(NC(=O)CN(C)C(=O)c2cc(S(=O)(=O)N3CCCCC3)ccc2C)cc1OCC | -3% | . | -1.4% | -2% | 11% | i | 49 | -0.4 | 51 | 13% | 1.1%
CN(CC(=O)Nc1ccccc1Cl)C(=O)COC(=O)/C=C/c1ccccc1 | -1% | . | 0.4%[50 µM] | 11% | -1% | i | 41 | 0.5 | 47 | 10% | 2.2%
CC(C)CC1Nc2ncnc(N3CCOCC3)c2N(Cc2ccccc2)C1=O (stereo not given) | -5% | . | -1.2% | . | 12% | i | 16 | -1.7 | 70 | . | .
Cc1ccc(S(=O)(=O)NCC(c2cccnc2)N2CCN(Cc3ccccc3)CC2)cc1 (stereo not given) | -3% | -0.5% | 0.0% | -4% | 5% | i | 11 | -0.8 | 53 | 9% | 0.0%
COc1ccc(C2=NOC3(CC(=O)N(c4ccc(C)cc4)C3=O)C2)cc1 (stereo not given) | -6% | 0.4% | -0.2% | 2% | 8% | i | 34 | 0.3 | 41 | 9% | 0.7%
COc1cccc(C(=O)Nc2ccc3nc4n(c(=O)c3c2)CCCC4)c1 | 2% | -0.9% | 0.2% | 6% | 10% | i | 63 | 1.4 | 95 | 8% | 7.0%
Oc1cccc(NC(=S)Nc2cccnc2)c1 | -5% | -0.9% | -0.2% | 1% | 8% | i | 19 | -1.1 | 70 | 11% | 1.5%
COc1ccc(-c2cn(-c3ccc(C)cc3C)c(=S)[nH]2)cc1OC | -8% | 0.6% | 0.3% | -4% | 11% | i | 60 | -0.1 | 96 | 22% | 8.5%
COc1ccc(NC(=O)CC2C(=O)N(c3cccc(C)c3)C(=O)N2C2CCCCC2)cc1 (stereo not given) | 0% | -0.8% | 0.0% | -4% | 7% | i | 25 | 4.4 | 87 | 12% | 10%
CCOC(=O)C1CCN(C(c2cc3ccc(C)c(C)c3[nH]c2=O)c2nnnn2C2CCCCC2)CC1 (stereo not given) | -3% | 0.6% | 1.4% | -15% | -3% | i | 47 | 3.7 | 68 | 27% | 4.1%
Cc1c(NC(=O)c2noc(C(C)C)c2[N+](=O)[O-])c(=O)n(-c2ccccc2)n1C | -2% | 0.2% | 0.1% | 6% | 9% | i | 33 | -2.8 | 96 | 4% | 1.1%
CC(SCc1cn2cc(Cl)ccc2n1)C(=O)O (stereo not given) | -1% | -0.1% | 0.4% | -11% | 13% | i | 39 | -0.1 | 46 | -6% | 1.1%
COc1ccccc1C(c1nnnn1C(C)(C)C)N1CCN(Cc2ccccc2)CC1 (stereo not given) | 4% | -0.1% | 2.0% | 12% | 3% | i | 35 | 0.2 | 53 | 8% | 0.0%
CCc1noc(C)c1C(=O)OCC(=O)NCc1ccccc1 | -2% | . | 0.2% | . | 9% | i | 25 | -1.1 | 57 | . | 0.7%
CC(=O)N/C(=N/c1nc(C)cc(C)n1)Nc1ccc(NC(C)=O)cc1 | -3% | -0.4% | 5.3% | 10% | 9% | i | 40 | 2.0 | 62 | 0% | 1.1%
COCCSc1nnc(NC(=O)CSc2ccccc2)s1 | 1% | -0.1% | 0.1% | -6% | 13% | i | 12 | 0.8 | 62 | 0% | -0.5%
CCCNc1c(F)c(F)c2c(C)c3ccccc3nc2c1F | ? | -0.2% | -0.3% | -1% | 15% | i | 44 | 1.3 | 31 | 8% | -1.9%
CC1(C)CC(CC(=O)O)CC(C)(C)N1 | -2% | 1.1% | 0.1% | -2% | 2% | i | 42 | 0.4 | 52 | -1% | 0.6%
Cc1ccsc1C(=O)Nc1ccc(S(=O)(=O)N2CCOCC2)cc1 | -9% | . | 0.4%[50 µM] | . | 7% | i | 42 | -1.6 | 62 | . | 2.1%
COc1cc(NC(=O)CN2C(=O)NC(C)(c3ccc4ccccc4c3)C2=O)c(C)cc1[N+](=O)[O-] (stereo not given) | -2% | -1.4% | 2.4% | 5% | 6% | i | 46 | 1.9 | 33 | 1% | ?
COc1ccc(NC2CCCN(C(=O)c3ccc4nc(C)c(C)nc4c3)C2)cc1OC (stereo not given) | 7% | 0.0% | 0.0% | -4% | -8% | i | 9 | 3.9 | 59 | 26% | 2.5%
